DPM-DC inhibit – S. pneumoniae DPM-DC inhibitors, primary screen, biochemical, PK/LDH-coupled NADH fluorescence; calls only at 10 µM; purified DPM-DC; 65,000 compounds, 0.49% hits;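 active = the 320 compounds with the highest percent inhibition in the single-dose primary screen, excluding strongly autofluorescent ones, cut at about 32% in these data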;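 note: kinetic rate of NADH fluorescence loss reporting ADP formed by the decarboxylase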
HPDE-C7 viability – cytotoxicity in HPDE-C7 cells, cell-based, fluorescence, HTS (AID 430). HPDE-C7 pancreatic duct cells viability, fluorescence; higher % means a stronger effect. one-dose cytotoxicity, % at 10 µM; EC50 in µM for titrated hits. 63,000 compounds, 1.8% hits;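 note: cells exposed to compound for 48 hours before viability readout; 0% = vehicle and 100% = reference cytotoxic drug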
Alkaline phosphatase – human TNAP enzyme inhibitors, biochemical, luminescent (AID 518) | Alkaline phosphatase, tissue-nonspecific isozyme (Homo sapiens) | purified TNAP enzyme, luminescent substrate readout; higher % means a stronger effect | one-dose inhibition, % at 20 µM; IC50 in µM for titrated hits | 64,000 compounds, 0.09% hits; in the data active = a potency from the dose series; inactive = the rest, 99 in 100 with inhibition below about 22%;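 note: plate controls were vehicle for no effect and reference inhibitor for full effect; many of its hits are not listed in these tables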
HT1080 cytotoxicity – cytotoxicity in HT1080 fibrosarcoma cells, cell-based, fluorescence readout (AID 620); cytotoxicity, % at 10 µM, or EC50 in µM where a hit was titrated; 87,000 compounds, 0.42% hits; HT1080 viability, fluorescence; higher % means a stronger effect;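 note: cells exposed to compound overnight then 4 h with Alamar Blue; 0% = vehicle DMSO and 100% = killing control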
Bfl-1 inhibitors – Bfl-1 inhibitors, primary screen, biochemical, fluorescence polarization, FITC-Bid, mouse (AID 432) | 64,000 compounds, 0.02% hits | displacement, % at 20 µM; hits with a dose series show IC50 in µM | FITC-Bid BH3 peptide fluorescence polarization displacement; higher % means a stronger effect; in the data active = a potency from the dose series; inactive = the rest, 99 in 100 with displacement below about 15%; note: strong numbers were not always called active
LYP phosphatase – LYP phosphatase inhibitors, primary screen, biochemical, DiFMUP fluorescence, recombinant catalytic domain, 10 µM (AID 606); Tyrosine-protein phosphatase non-receptor type 22 (Homo sapiens); recombinant LYP catalytic domain, DiFMUP fluorescence; higher % means a stronger effect; one-dose inhibition, % at 10 µM; IC50 in µM for titrated hits; 52,000 tested, under 10 active;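 active = IC50 under 40 µM in the dose-response test; inactive = IC50 of 40 µM or more, or never dose-tested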
PMK inhibit – S. pneumoniae PMK inhibitors, primary screen, biochemical, mevalonate pathway, pilot trial included; purified PMK, PK/LDH-coupled NADH absorbance 340 nm; inhibition, % at 10 µM; 65,000 compounds, 0.49% hits; AID 539, 2006;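 active = top-ranked compounds by inhibition in the single 10 µM screen, taking a fixed number of the strongest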;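 note: 0% = full reaction with DMSO carrier and 100% = background rate without enzyme reaction; no value below 0 was filed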
HPDE-C7K KRASV12 – cytotoxicity in KRAS-transformed pancreatic duct cells, primary screen, cell-based, fluorescence, HTS (AID 431). HPDE-C7K KRASV12 cells, Alamar Blue viability, 48 h; higher % means a stronger effect. cytotoxicity, % at 10 µM, or EC50 in µM where a hit was titrated. 63,000 compounds, 1.7% hits;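 active = compounds whose percent cytotoxicity in the single-dose primary screen, scaled between solvent and toxic-drug controls, exceeds 50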;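 note: 0% = DMSO solvent wells and 100% = doxorubicin-treated wells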
MK inhibit – S. pneumoniae MK inhibitors, primary screen, biochemical, PK/LDH-coupled NADH absorbance; mevalonate kinase [Streptococcus pneumoniae D39]; purified MK, PK/LDH-coupled NADH absorbance 340 nm; inhibition, % at 10 µM; 65,000 compounds, 0.48% hits; AID 555, 2006;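 active = ranked among the strongest by inhibition in the single 10 µM screen, a fixed top-ranked set picked for dose follow-up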; note: no value below 0 was filed
PMK inhibit pilot replicates – second read-out of PMK inhibit, no call of its own (marks repeat the call); inhibition, %; measured here: pilot screen replicates
MK inhibit pilot replicates – recorded beside MK inhibit, whose call it bears; inhibition, %; measured here: pilot screen replicates
DPM-DC inhibit pilot screen % – also measured in DPM-DC inhibit; calls as there; inhibition, %; measured here: pilot screen trials
Starred values were filed as active, the others as inactive; i = inactive; nt = not tested or not shown. Cut-off read from the data, not from the text of the source, unless noted: active = cytotoxicity above about 50%; inactive = the rest.

SMILES | DPM-DC inhibit | HPDE-C7 viability | Alkaline phosphatase | HT1080 cytotoxicity | Bfl-1 inhibitors | LYP phosphatase | PMK inhibit | HPDE-C7K KRASV12 | MK inhibit | others
COc1ccc(OCCSc2nc3ccccc3n2CC(=O)O)cc1 | i | -1% | 21% | 0% | -9% | nt | 16 | 9% | 5 | PMK inhibit pilot replicates=1.0;MK inhibit pilot replicates=0.0;DPM-DC inhibit pilot screen %=1.0
O=C(O)CN(c1ccc(F)cc1)S(=O)(=O)c1ccc2c(c1)OCCO2 | i | -21% | 7% | -3% | -2% | 8% | 0 | -18% | 0
Cc1cc(Nc2ccccc2)n(CCOC(=O)COc2ccccc2)n1 | i | 5% | 2% | -4% | -6% | nt | 8 | -4% | 5
CCCCN(C(=O)NC(=O)Nc1c(C)cc(C)cc1C)S(C)(=O)=O | i | 5% | 7% | -15% | 5% | nt | 13 | 0% | 5
CCOc1cc(C2C(C(=O)O)c3cc(OCC)c(OCC)cc3C(=O)N2C)ccc1O (stereo not drawn) | i | -2% | 9% | 6% | -9% | -3% | 14 | -6% | 7
CC(=O)NC(CCS(C)(=O)=O)C(=O)Nc1ccc(Cl)c(Cl)c1 (stereo not drawn) | i | -35% | -6% | -1% | 18% | 0% | 5 | -18% | 2
O=C(CN(Cc1ccc(F)cc1)C(=O)CCC(=O)Nc1ccccn1)NCc1ccco1 | i | 2% | 6% | -1% | -2% | 6% | 16 | -7% | 0
CC(=O)Nc1ccccc1OCC(=O)c1ccc2c(c1)OCO2 | i | -17% | 8% | -8% | 6% | 3% | 0 | 12% | 9
CC(NC(=O)c1noc2c1CCCC2)c1ccccc1 (stereo not drawn) | i | 5% | 13% | -1% | -1% | -1% | 5 | -14% | 7
Cc1sc2nc(CN(C(=O)c3cccs3)C3CCCC3)[nH]c(=O)c2c1C | i | -5% | 7% | -5% | -7% | nt | 11 | -18% | 3
CC1(C)CC(=O)C2=C(C1)N(c1ccc(F)cc1)C(=O)CC2c1cccnc1 (stereo not drawn) | i | -9% | 14% | nt | 0% | -1% | 0 | -2% | 5
Cc1cc(OCCCCCNCCO)ccc1Cl | i | 19% | 7% | 4% | -6% | 15% | 0 | 27% | 0
CCOC(=O)N1CCN(c2c(N3CCC(N4CCCCC4)CC3)c(=O)c2=O)CC1 | i | 10% | 30% | -1% | -8% | 0% | 1 | 3% | 6
CCn1c(=O)c(C(=O)NCc2ccc(OC)cc2)c(O)c2ccccc21 | i | -13% | 17% | 10% | -5% | 11% | 0 | 10% | 5 | PMK inhibit pilot replicates=2.5;MK inhibit pilot replicates=2.0;DPM-DC inhibit pilot screen %=6.0
CCOC(=O)c1sc(N)c(C#N)c1CSc1nnc(C2CCCCC2)n1N | i | -15% | 4% | -6% | 1% | nt | 17 | -12% | 5
Cc1ccc(C)c(NC(=O)CSc2nnc(CSc3nc(C)cc(C)n3)n2Cc2ccco2)c1 | i | -4% | 6% | 1% | 4% | 4% | 8 | 8% | nt
Cn1c(=O)[nH]c(=O)c2c1nc(Br)n2CCCO | i | -6% | 10% | -1% | -2% | 12% | 11 | -12% | 9
Cc1cc(NC(=O)c2ccc3c(c2)OCCO3)no1 | i | 6% | 1% | 4% | -4% | 7% | 0 | 0% | 0
COc1ccc(-n2c(Cc3cccn3C)nnc2SCC(=O)Nc2ccccc2F)cc1 | i | -11% | 5% | 3% | 0% | 4% | 0 | 3% | 13
CC(=O)C(Sc1nn(C)c(=S)s1)C(=O)Nc1ccccc1 (stereo not drawn) | i | 6% | 10% | -14% | 4% | nt | 13 | 2% | 6
COc1ccccc1-c1noc(CCC(=O)Nc2cccc(C)c2)n1 | i | 4% | 8% | 2% | -8% | nt | 3 | 14% | 6
CC(=O)Nc1coc2ccc(Br)cc12 | i | 14% | 8% | 3% | -2% | nt | 15 | 13% | 2
O=C(NC1CCN(Cc2ccccc2)CC1)C1CCCN(S(=O)(=O)c2cccc3nonc23)C1 (stereo not drawn) | i | -12% | 12% | nt | -4% | 12% | 21 | -4% | 6
CCOC(=O)c1cccc(NC(=O)CN(c2ccc(C)cc2)S(=O)(=O)c2c(C)n[nH]c2C)c1 | i | 12% | -3% | 6% | 4% | nt | 11 | 8% | 5
COc1ccccc1NC(=O)c1cc(Sc2nncn2C)nc2ccccc12 | i | 5% | 11% | 5% | -5% | 10% | 3 | 4% | 0

(continued)
SMILES | DPM-DC inhibit | HPDE-C7 viability | Alkaline phosphatase | HT1080 cytotoxicity | Bfl-1 inhibitors | LYP phosphatase | PMK inhibit | HPDE-C7K KRASV12 | MK inhibit | others
CCc1nc2ccccc2n1CC(=O)N(C(C)CC)C1CCS(=O)(=O)C1 (stereo not drawn) | i | -20% | 2% | 1% | -5% | 7% | 0 | -5% | 5
Cc1onc(-c2ccccc2Cl)c1C(=O)NCCn1c(C)cc2ccccc21 | i | 18% | 15% | nt | 16% | nt | 7 | 21% | 5 | PMK inhibit pilot replicates=6.0;MK inhibit pilot replicates=0.5;DPM-DC inhibit pilot screen %=0.0
CSc1cccc(NC(=O)COc2ccccc2)c1 | i | 0% | 16% | 6% | 0% | -1% | 2 | 7% | 11
Cc1nn(-c2ccccc2)c2c1C1(C(=O)N(C)c3ccccc31)C(C#N)=C(N)O2 (stereo not drawn) | i | -4% | 0% | -40% | 0% | -3% | 1 | 0% | 7
O=C(CSc1nc2c(cnn2-c2ccc(F)cc2)c(=O)[nH]1)N1CCCCCC1 | i | 3% | 6% | 3% | -2% | -24% | 7 | 6% | 2
c1ccc2c(N3CCCCC3)nc(N3CCCCC3)nc2c1 | i | -10% | -9% | 9% | -6% | -10% | 12 | 2% | 0
Cc1nn(Cc2ccccc2)c(Cl)c1C(=O)OCc1nnc(-c2ccc(Cl)cc2)o1 | i | 6% | 2% | -3% | -4% | -6% | 2 | -4% | 0
Cc1cccc(CCNC(=O)c2nnc(Cc3ccc(Cl)cc3)o2)c1 | i | 4% | 7% | -1% | 4% | 2% | 2 | 0% | 5
CCOC(=O)N1CCN(S(=O)(=O)c2ccc(C)c(C)c2)CC1 | i | 8% | 12% | 0% | -6% | 6% | 6 | 7% | 22
O=P(O)(O)CP(=O)(O)O | i | 5% | 1% | 0% | -2% | nt | 12 | -4% | 0
Nc1c(C(=O)Nc2ccc(Cl)cc2)oc2ccccc12 | nt | -6% | 9% | -6% | 6% | 6% | 16 | 5% | 6
O=C(CSCc1nc2ccccc2[nH]1)N1CCN(c2ccc(F)cc2)CC1 | i | 2% | 7% | -11% | 0% | -2% | 10 | -3% | 2
O=c1c2ccccc2[nH]c(=S)n1Cc1cccnc1 | i | -1% | -8% | 0% | 4% | 7% | 2 | -8% | 5
CCNc1sc(C(=O)c2cccs2)c(N)c1-c1nc2ccccc2s1 | i | 74%* | 13% | -5% | -2% | -2% | 2 | 75%* | 2
O=C(NC(O)C(=O)c1ccccc1)c1cccs1 (stereo not drawn) | i | -5% | 11% | 0% | 2% | 1% | 0 | 1% | 6
Cc1cc(C(=O)CSc2nnc(-c3ccco3)o2)c(C)n1CC1COc2ccccc2O1 (stereo not drawn) | i | -14% | 12% | 8% | 9% | 12% | 9 | -4% | 0 | PMK inhibit pilot replicates=3.0;MK inhibit pilot replicates=1.5;DPM-DC inhibit pilot screen %=2.5
Cc1cc(OCC(=O)Nn2cnnc2)ccc1Br | i | 5% | 12% | -6% | 24% | -7% | 10 | 5% | 1
N#CC1=C(N)SC(N)=C(C#N)C1c1ccnc2ccccc12 | i | -8% | 6% | -8% | -6% | nt | 20 | -14% | 7
O=C(Nc1ccccc1OC(F)F)c1ccc(Br)o1 | i | 5% | 4% | -4% | -8% | 4% | 11 | -9% | 9
CC(C)Cn1c(N)c(C(=O)COC(=O)C2CCCCC2)c(=O)n(C)c1=O | i | -10% | 4% | 0% | -8% | -8% | 18 | -14% | 0
CCN(CC)CCCN1C(=O)C(=O)/C(=C(/O)c2ccc3c(c2)CC(C)O3)C1c1ccncc1 (stereo not drawn) | i | 20% | 1% | -8% | -2% | 5% | 11 | 28% | 8
COc1ccc(-c2nnc3n2N=C(c2cccc(Br)c2)CS3)cc1OC | i | -3% | 12% | 0% | 0% | 5% | 15 | -23% | 18
Cc1cc(C)c(S(N)(=O)=O)c(C)c1-n1cnnn1 | i | -23% | 29% | 2% | -7% | 10% | 7 | -18% | 5
CCOc1ccc(C(=O)N(Cc2ccc(N(C)C)cc2)C2CCS(=O)(=O)C2)cc1 (stereo not drawn) | i | -4% | 6% | -3% | -2% | -1% | 12 | -3% | 4 | PMK inhibit pilot replicates=0.0;MK inhibit pilot replicates=0.0;DPM-DC inhibit pilot screen %=0.0
COc1cccc(-n2c(SCC(=O)OC(C)C)nnc2-c2cccnc2)c1 | i | 7% | 20% | -2% | 1% | 9% | 2 | 8% | 9 | PMK inhibit pilot replicates=4.5;MK inhibit pilot replicates=1.0;DPM-DC inhibit pilot screen %=0.0

Carrying on.
SMILES | DPM-DC inhibit | HPDE-C7 viability | Alkaline phosphatase | HT1080 cytotoxicity | Bfl-1 inhibitors | LYP phosphatase | PMK inhibit | HPDE-C7K KRASV12 | MK inhibit | others
CC(C)CC(=O)Nc1c2c(nn1-c1ccc(F)cc1)CSC2 | i | 5% | 12% | 0% | 4% | nt | 5 | -1% | 5
O=C(O)CCN1C(=O)c2ccccc2C1=O | i | 2% | 8% | 2% | 1% | -1% | 0 | -14% | 1 | PMK inhibit pilot replicates=1.0;MK inhibit pilot replicates=0.0;DPM-DC inhibit pilot screen %=0.5
CCCN1CCC(NC(=O)Nc2ccc(OC)c(OC)c2)CC1 | i | 6% | 12% | 2% | -2% | -6% | 2 | 2% | 0 | PMK inhibit pilot replicates=6.5;MK inhibit pilot replicates=1.0;DPM-DC inhibit pilot screen %=0.5
CCc1ccc(-c2nc(CN3CCC(C(=O)NCCc4ccc(OC)c(OC)c4)CC3)c(C)o2)cc1 | i | -11% | -36% | 3% | -6% | -8% | 2 | -8% | 1
CC1(C)CC(=O)C(C=NCC2CCN(C(=O)Nc3ccccc3)CC2)=C(O)C1 | i | -22% | 10% | 0% | -7% | -2% | 0 | -7% | 2
C#CCOc1nc(OCC#C)nc(OCC#C)n1 | i | -3% | 7% | -2% | -2% | 9% | 3 | 5% | 10

Gathered by group, the entries above containing a cyano group (3)
SMILES | DPM-DC inhibit | HPDE-C7 viability | Alkaline phosphatase | HT1080 cytotoxicity | Bfl-1 inhibitors | LYP phosphatase | PMK inhibit | HPDE-C7K KRASV12 | MK inhibit | others
CCOC(=O)c1sc(N)c(C#N)c1CSc1nnc(C2CCCCC2)n1N | i | -15% | 4% | -6% | 1% | nt | 17 | -12% | 5
Cc1nn(-c2ccccc2)c2c1C1(C(=O)N(C)c3ccccc31)C(C#N)=C(N)O2 (stereo not drawn) | i | -4% | 0% | -40% | 0% | -3% | 1 | 0% | 7
N#CC1=C(N)SC(N)=C(C#N)C1c1ccnc2ccccc12 | i | -8% | 6% | -8% | -6% | nt | 20 | -14% | 7
